Source: PubChem BioAssay
Rin1 Abl inh – blocks binding of human Rin1 to Abl; P00519+Q13671; TR-FRET Rin1/Abl binding, biochemical; inhibition, % at 7.35 µM; hit rate 0.4% among 360,000; AID 588664; in the data active means inhibition above about 5%, passing the limit was not always enough
PABP1 MLLE inh – inhibitors of microRNA-mediated deadenylation, human PABP1 MLLE binding; AID 588489; hit rate 0.36% among 360,000; GST-MLLE / FITC-PAM2 fluorescence polarization; P11940; inhibition, % at 20 µM; in the data active means inhibition above about 35%, passing the limit was not always enough;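 further: plate controls were DMSO wells with GST-MLLE for no effect and wells lacking GST-MLLE protein for full effect; some results filed as inactive read as strong as hits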
FAS TE block – inhibitors of human fatty acid synthase thioesterase domain. P49327. recombinant FAS-TE, OMFH fluorogenic substrate, fluorescence endpoint. inhibition, % at 15 µM. hit rate 0.67% among 360,000. AID 602261;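 active means compounds whose normalised, plate-corrected inhibition of enzyme fluorescence in the single-dose primary screen is 50% or more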;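 further: 0% = DMSO with enzyme and 100% = substrate without enzyme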
MT1-MMP act inh – MT1-MMP (human) activation inhibition. P50281. HT1080 RFP-PRO-GFP cells, GFP/RFP ratio fluorescence, overnight; percent of plate control window, DMSO zero. GFP/RFP ratio change, % at 20 µM. hit rate 0.061% among 360,000. AID 651647;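 active means GFP/RFP ratio change of at least 30% with cell ATP level not reduced by more than half and red fluorescence within 50% of control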; further: strong numbers were not always called active
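Assay system: HT1080 RFP-PRO-GFP cells. Benchmarks: DMSO vehicle wells and RFP-L50D-GFP reporter cell wells. Times: overnight cell settling, then overnight compound exposure, 37 °C, 5% CO2. Compound: 20 µM single dose, 1% DMSO. Read-out basis: GFP/RFP fluorescence ratio.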
bovine MsrA act – bovine methionine sulfoxide reductase A activation | purified bovine MsrA, absorbance read-out | activation, % at 10.6 µM | hit rate 0.3% among 360,000 | AID 602163; in the data active means activation above about 7.5%;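 further: 0% = vehicle and 100% = reference activator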
Rpn11 inh – inhibitors of human proteasome Rpn11. human 26S proteasome, Ub4-pepOG fluorescence polarization; 20S core pre-blocked with epoxomicin. hit rate 0.59% among 360,000. calls only at 20 µM;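 active means inhibition at 20 µM, scaled to each plate's controls, above about 33%, limit read from the data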
eLon inh – inhibits E. coli Lon protease; hit rate 0.42% among 360,000; purified E. coli Lon protease, fluorescence polarization; inhibition, % at 7.94 µM; in the data active means inhibition above about 13%, passing the limit was not always enough;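 further: 0% = enzyme with probe and DMSO and 100% = no enzyme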
Target sequence (P0A9M0 whole entry, looked up): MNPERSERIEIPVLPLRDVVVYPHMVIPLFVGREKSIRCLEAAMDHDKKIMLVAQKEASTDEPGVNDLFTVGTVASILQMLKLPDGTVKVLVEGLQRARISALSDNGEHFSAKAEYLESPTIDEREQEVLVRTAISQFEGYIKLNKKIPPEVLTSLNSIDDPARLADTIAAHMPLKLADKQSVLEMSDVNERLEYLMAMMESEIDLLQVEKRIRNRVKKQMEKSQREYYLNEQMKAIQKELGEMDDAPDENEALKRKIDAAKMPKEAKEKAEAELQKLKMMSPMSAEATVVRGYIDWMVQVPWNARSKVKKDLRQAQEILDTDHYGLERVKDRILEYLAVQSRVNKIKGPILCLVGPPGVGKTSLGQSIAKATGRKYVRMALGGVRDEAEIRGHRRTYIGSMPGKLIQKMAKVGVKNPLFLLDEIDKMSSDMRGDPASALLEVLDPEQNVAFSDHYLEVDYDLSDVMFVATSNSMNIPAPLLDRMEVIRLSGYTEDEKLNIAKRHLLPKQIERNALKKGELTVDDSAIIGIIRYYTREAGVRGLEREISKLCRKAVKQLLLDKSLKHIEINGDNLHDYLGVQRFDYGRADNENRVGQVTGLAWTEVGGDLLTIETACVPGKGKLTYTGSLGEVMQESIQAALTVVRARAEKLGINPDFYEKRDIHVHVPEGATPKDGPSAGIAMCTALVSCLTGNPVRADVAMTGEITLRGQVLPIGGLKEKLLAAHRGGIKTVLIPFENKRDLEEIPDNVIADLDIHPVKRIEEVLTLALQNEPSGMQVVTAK
MsrA inh – inhibits bovine methionine sulfoxide reductase A. purified bovine MsrA, absorbance read-out. inhibition, % at 15.5 µM. hit rate 0.75% among 360,000. AID 651718; in the data active means inhibition above about 4.5%;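 further: 0% = vehicle wells with enzyme and 100% = reference inhibitor wells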
CSN deneddyl inh – blocks human CSN-mediated cullin deneddylation; AID 651999; inhibition, % at 12.5 µM; Purified CSN, SCF-Nedd8-OG deneddylation, fluorescence polarization; Q92905; hit rate 0.38% among 360,000;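 active means pattern-corrected inhibition above about 35%, with an unprinted fluorescence ratio check between 0.5 and 1.5, limit read from the data, passing the limit was not always enough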;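 further: 0% = enzyme with substrate and 100% = substrate without enzyme; some results filed as inactive read as strong as hits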
Target sequence (Q92905 whole entry, looked up, one chain of several): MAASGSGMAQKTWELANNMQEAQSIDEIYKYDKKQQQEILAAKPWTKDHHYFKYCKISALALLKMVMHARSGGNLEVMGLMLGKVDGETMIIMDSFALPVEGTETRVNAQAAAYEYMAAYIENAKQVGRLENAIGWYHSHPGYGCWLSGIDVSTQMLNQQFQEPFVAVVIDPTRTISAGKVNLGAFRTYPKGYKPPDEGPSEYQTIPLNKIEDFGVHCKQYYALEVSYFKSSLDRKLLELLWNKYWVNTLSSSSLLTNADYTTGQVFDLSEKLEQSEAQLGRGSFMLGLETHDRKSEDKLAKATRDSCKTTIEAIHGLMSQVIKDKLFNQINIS
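Material: human Csn5 produced in HEK293T cells; Input: enzyme 0.24 nM; Reagent: SCFSkp2-Nedd8OG substrate at 10 nM final; Dosing: 12.5 µM compound; Incubation: 90 min reaction at room temperature; Detection: fluorescence polarization of the substrate; Evaluation: % inhibition of substrate cleavage by Csn5; Control set: substrate-only high control, full reaction low control.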
* = called active by the depositor; i = inactive; . = not tested or not shown; + = active, no number.

Every second line gives: MT1-MMP act inh	FAS TE block	CSN deneddyl inh	MsrA inh	bovine MsrA act	eLon inh	Rin1 Abl inh	PABP1 MLLE inh	Rpn11 inh
> CCOC(=O)C1=C(C)OC(N)=C(C(=O)OCC)C1c1cccnc1 (centres undefined)
→ -4.9	-5.3	0.9	0.1	-4.5	12.7	0.4	-3.4	i
> CC1CCC2(CC1)NC(=O)N(CC(=O)NCc1ccco1)C2=O (centres undefined)
→ 5.0	-3.5	-7.0	-1.6	-1.3	-1.2	-0.4	-7.0	i
> NS(=O)(=O)c1cc(C(=O)OC2CCOC2=O)ccc1Cl (centres undefined)
→ 2.9	-2.2	-0.3	-0.1	-4.5	-5.2	2.5	19.0	i
> COc1ccc(OCCC(=O)Nc2nccs2)cc1
→ 0.4	-3.2	-4.6	1.0	-5.8	-1.8	7.7	-1.7	i
> O=C(c1cccnc1)N1N=C(c2cccs2)CC1c1ccc(F)cc1 (centres undefined)
→ -2.8	-3.7	2.4	0.6	-1.2	-5.3	1.2	1.7	i
> Oc1ccccc1C1=NCCNC(C(F)(F)C(F)F)=C1
→ 0.6	-14.6	3.6	2.0	-12.8	-4.1	-2.5	7.9	i
> Cc1ccc(S(=O)(=O)N(CC(=O)Nc2cccnc2)c2ccccc2C)cc1
→ -0.3	-0.9	1.2	-1.2	-0.5	6.6	1.7	8.8	i
> O=C(Nc1ccccc1)NC1CS(=O)(=O)CC1O (centres undefined)
→ 6.6	-7.9	0.2	0.9	0.2	1.6	-3.2	10.2	i
> CC1(C(=O)O)CCCN1C(=O)c1cccc(F)c1 (centres undefined)
→ 5.2	-8.3	2.5	-0.8	-10.6	-3.8	0.8	-0.5	i
> O=C(O)c1ccc(N=NN2CCCCCC2)cc1
→ -8.7	-3.0	4.8	4.1	-4.3	-0.1	-3.6	3.2	i
> COc1ccc(C(=O)Nc2nnc(SCC(=O)NCC3CCCO3)s2)cc1OC (centres undefined)
→ 0.6	-4.4	1.9	-0.4	-2.6	0.2	0.4	1.1	i
> COC(=O)C(CCCCN1C(=O)C2C3C=CC(C3)C2C1=O)N1C(=O)C2C3C=CC(C3)C2C1=O (centres undefined)
→ 1.6	-5.3	0.1	2.7	-2.8	-10.7	3.0	-2.7	i
> N#CCCN1CCN(Cc2ccccc2)CCC1=O
→ 7.4	-11.0	-0.8	-0.5	-1.4	3.7	-0.4	-4.8	i
> Cc1cccc(C)c1NC(=O)COC(=O)c1cc(-c2cccnc2)nc2ccccc12
→ -6.0	-7.7	8.2	1.4	-1.4	-6.0	-5.8	-41.5	i
> CCc1ccc2[nH]c(=O)c(CN(Cc3ccccc3)C(=O)Nc3ccccc3OC)cc2c1
→ -37.0	26.0	-5.8	0.1	-5.1	0.1	3.5	-11.8	i
> Cc1cc(C)n2nc(C(=O)OCC(=O)c3cc(C)n(CC4CCCO4)c3C)nc2n1 (centres undefined)
→ -0.3	-4.8	-2.4	0.7	-3.4	4.3	-2.4	5.3	i
> Cc1cccc(OCCC(=O)Nc2ccc(F)c(Cl)c2)c1
→ -5.9	25.7	-16.0	-0.1	-11.6	-0.6	1.9	0.9	i
> O=C(COC(=O)CNS(=O)(=O)c1ccc2ccccc2c1)Nc1ccccc1Sc1ccccc1
→ 0.0	-4.5	-0.1	0.4	-3.4	-7.0	3.4	1.5	i
> CCC(NC(=O)c1cccc(Cn2cc([N+](=O)[O-])cn2)c1)c1ccc(C(C)C)cc1 (centres undefined)
→ -16.6	26.7	-6.8	-1.0	0.5	-0.3	-3.0	7.3	i
> CC(C)CC1C(=O)N(Cc2cn(CC3CCCCC3)nn2)CCS(=O)(=O)N1Cc1ccc(-c2cccc(C#N)c2)cc1 (centres undefined)
→ -1.9	45.2	-2.8	1.1	-3.0	-1.9	-5.0	-3.0	i

Additional entries follow.
Every second line gives: MT1-MMP act inh	FAS TE block	CSN deneddyl inh	MsrA inh	bovine MsrA act	eLon inh	Rin1 Abl inh	PABP1 MLLE inh	Rpn11 inh
> CC(Oc1ccc(Cl)cc1Cl)C(=O)Nc1ccc(OCC(=O)O)cc1 (centres undefined)
→ 2.7	-3.9	17.2	-0.4	1.9	-2.7	-1.1	10.4	i
> Cc1cc2cc(CNC(=O)c3ccc(S(=O)(=O)N4CCCCC4)cc3)ccc2n1C
→ 40.4*	4.8	-5.7	0.9	-1.1	16.0*	-12.1	48.9*	i
> CCc1ccc2c(c1)C(c1ccc([N+](=O)[O-])cc1)=NNC(c1ccc(C)cc1)=N2
→ -8.2	26.0	-15.1	1.5	-3.4	-0.1	-0.4	4.4	i
> Cc1nn(CC(O)CN2c3ccccc3Sc3ccccc32)c(C)c1Br (centres undefined)
→ 2.6	1.8	4.6	-0.3	1.0	3.0	-3.0	-8.4	i
> COc1ccc(-n2c(-c3ccccc3)cc3c2CCCC3=O)cc1
→ 5.8	7.9	4.5	.	-3.4	-1.0	1.9	10.2	i
> O=C(c1cccc2nccnc12)N1CCCC(Nc2ccc(F)c(F)c2)C1 (centres undefined)
→ 1.5	-4.4	-0.8	0.0	-0.8	6.8	2.1	7.2	i
> COc1cc(OC)cc(C(=O)OCC(=O)Nc2cccc(S(=O)(=O)NC3=NCCCCC3)c2)c1
→ 3.6	-2.1	-6.1	1.5	-1.2	11.9	-0.3	14.6	i
> Cn1c(SCC(=O)c2ccccc2)nnc1-c1cccc(N)c1
→ -0.3	-4.6	3.6	-0.1	-3.8	-5.9	-2.1	-44.7	i
> C=CCn1c(COc2cccc3ccc(C)nc23)nnc1SCC(=O)OC
→ -9.0	-18.6	-3.0	2.5	-11.7	-4.3	0.7	-10.2	i
> CCC(C)(C)NC(=O)c1cccc(NC(=O)C(C)C)c1
→ -0.3	-1.5	1.7	1.1	-3.0	7.3	-1.7	1.6	i
> COc1ccc(N(C(=O)CNC(=O)c2ccco2)C(C(=O)NCC2CCCO2)c2ccccc2)cc1Cl (centres undefined)
→ 1.4	-1.6	3.3	0.3	-1.4	7.4	3.9	-7.6	i
> Cn1c(-c2c(N)n(CCc3ccccc3)c3nc4ccccc4nc23)nc2ccccc21
→ -33.6	17.6	3.6	.	-2.9	-58.1	-4.1	-20.2	+
> O=C(O)CC(c1cccc(Cl)c1)n1cccc1 (centres undefined)
→ -2.7	-11.8	2.4	0.3	-12.8	-1.4	3.3	1.6	i
> CC1CCC2(CC1)NC(=O)N(CC(=O)N1CCN(C(=O)c3ccco3)CC1)C2=O (centres undefined)
→ 1.5	-5.2	1.9	-0.3	-4.2	-3.5	1.9	-14.1	i
> CCOC(=O)c1sc(N)c(C(=O)Nc2ccccc2)c1C
→ 4.9	1.5	0.0	4.8*	-4.2	-8.6	2.0	32.2	i
> C[C@H]1CN([C@@H](C)CO)C(=O)c2cc(Br)cnc2O[C@@H]1CN(C)C(=O)C1CCC1
→ 1.6	-5.4	1.9	0.8	1.1	-0.9	-0.2	6.1	i
> O=C(CSCc1ccccc1)N1CCN(C(=O)c2ccco2)CC1
→ -0.5	-5.6	1.6	0.1	-0.4	-7.4	-0.8	36.4	i
> Cc1ccc(C)c(NC(=O)CCNS(=O)(=O)c2ccc3[nH]c(=O)oc3c2)c1
→ 2.6	-5.8	1.2	-0.5	-7.8	-1.0	2.1	-15.6	i
> O=C1c2cccc([N+](=O)[O-])c2C(=O)N1c1cccnc1
→ -0.1	-6.5	-3.7	0.2	-4.7	-1.4	2.6	10.1	i
> COc1ccccc1N1CCN(C2CCCC(C)C2)CC1 (centres undefined)
→ -1.5	-7.5	-0.2	-0.7	0.0	-1.2	5.5	8.5	i

Complete entries from above. Order of values: MT1-MMP act inh, FAS TE block, CSN deneddyl inh, MsrA inh, bovine MsrA act, eLon inh, Rin1 Abl inh, PABP1 MLLE inh, Rpn11 inh
O=C1c2cccc([N+](=O)[O-])c2C(=O)N1c1cccnc1 as listed: -0.1, -6.5, -3.7, 0.2, -4.7, -1.4, 2.6, 10.1, i
Cc1ccc(C)c(NC(=O)CCNS(=O)(=O)c2ccc3[nH]c(=O)oc3c2)c1 as listed: 2.6, -5.8, 1.2, -0.5, -7.8, -1.0, 2.1, -15.6, i
CCC(NC(=O)c1cccc(Cn2cc([N+](=O)[O-])cn2)c1)c1ccc(C(C)C)cc1 (centres undefined) as listed: -16.6, 26.7, -6.8, -1.0, 0.5, -0.3, -3.0, 7.3, i

Carrying on:
Every second line gives: MT1-MMP act inh	FAS TE block	CSN deneddyl inh	MsrA inh	bovine MsrA act	eLon inh	Rin1 Abl inh	PABP1 MLLE inh	Rpn11 inh
> COc1ccccc1C(=O)Nc1cccc(S(=O)(=O)N2CCCC2)c1
→ -2.3	4.9	-4.0	0.1	-2.4	-6.2	0.0	-12.2	i
> Cc1cc(C)cc(CC(=O)N2CCC2(C)C(=O)NS(=O)(=O)c2ccc(C(C)(C)C)cc2)c1 (centres undefined)
→ 2.0	-8.6	1.6	1.5	-4.2	-1.3	-2.1	13.3	i
> O=C(NC1CCCC1)C(c1ccccc1)N(C(=O)c1ccno1)c1cccnc1 (centres undefined)
→ -11.5	-2.9	3.2	-0.2	-1.0	-3.7	-0.1	-4.5	i
> Cn1c(=O)c2[nH]c(CCCCCc3nc4ccccc4[nH]3)nc2n(C)c1=O
→ 2.5	-3.2	-1.6	0.0	4.2	-9.3	2.8	1.1	i
> CCCCC(C(=O)NC1CCCC1)N(C(=O)c1snc(C(N)=O)c1N)c1ccc(OCC)cc1 (centres undefined)
→ -5.8	12.8	1.3	0.0	-9.6	-6.4	0.9	8.0	i
> CCC(C)NS(=O)(=O)c1cc2c3c(c1)CCC(=O)N3CCC2 (centres undefined)
→ 0.0	-4.5	-0.9	-1.2	-7.4	5.2	2.6	-5.1	i
> Cc1ccc2ncnc(NCCC(=O)O)c2c1
→ -0.5	-8.8	-0.2	1.4	-11.2	-0.6	-3.4	7.0	i
> CC1CN(S(=O)(=O)c2ccc(F)cc2)C(C)N1C(=O)N1CCOCC1 (centres undefined)
→ 2.4	-5.9	-1.4	-0.9	-7.0	4.1	-2.4	22.0	i
> CCOC(=O)c1sc(NC(=O)c2ccccc2)cc1C
→ -0.6	4.7	-1.7	2.2	-3.1	-0.3	-6.1	-8.3	i
> Cc1cc(C)cc(OCC(=O)OCc2cc([N+](=O)[O-])cc3c2OCOC3)c1
→ 5.3	33.7	-1.5	0.8	-9.3	13.7	2.2	-8.9	i
> CCc1ccc2cc(C)cnc2n1
→ -0.2	-11.9	-4.8	-1.1	-1.8	3.9	1.1	2.5	i
> CCCCSC1(SCCCC)N=C(N)C2(C#N)C(c3ccccc3)NC(C)=CC12C#N (centres undefined)
→ -1.7	-3.2	1.1	0.4	-4.2	6.8	1.4	18.0	i
> O=C(C[n+]1ccccc1)N/N=C/c1ccccc1Cl
→ 4.0	-7.7	4.4	-0.7	0.1	-4.9	2.4	1.7	i
> NC(=O)c1sc2nc(N3CCOCC3)c3c(c2c1N)CCCC3
→ 2.7	1.7	1.1	2.1	0.1	-6.7	-9.1	11.3	i
> C(=C\c1nccc2c1[nH]c1ccccc12)/c1ccccc1
→ -6.0	17.8	-1.4	-0.8	2.4	9.5	-1.4	0.3	i
> CCCCNS(=O)(=O)c1ccc2nc(SCC(=O)Nc3ccccc3Cl)[nH]c2c1
→ -4.0	-10.2	-5.9	-0.6	-3.2	6.1	1.9	-11.6	i
> O=C1[C@H](Cc2ccccc2)NCCCC[C@H](c2ccc(Cl)cc2)N1Cc1ccccc1
→ -18.7	27.5	-2.5	0.0	-3.1	0.4	1.3	-3.7	i
> O=C(Nc1cccc(Cl)c1)c1csc(COCCO)n1
→ 0.5	-9.2	-1.7	0.2	-5.7	-6.7	-1.8	-2.2	i
